# Vif-APOBEC3G blk – blocks the Vif interaction with human APOBEC3G; Q9HC16; HeLa A3G-eYFP + Vif (tagged APOBEC3G with the HIV-1 protein that degrades it), YFP fluorescence, overnight; Potency, µM (doses to about 46.1 µM), without a hit: at the highest dose activity, negative = active, hits mostly inhibitors; 0.076% of 410,000 active;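 further: potency means the concentration at half of the fitted maximal effect; on the % scale 0 is the no-effect control and ±100 the full control effect; nearly all actives have a fitted effect of over 60% in size; hits raise eYFP signal because A3G escapes Vif-driven loss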
#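 HeLa cells stably expressing Vif and C-terminally eYFP-tagged A3G, seeded overnight at 37 deg C, then exposed to compound by pintool overnight at 37 deg C. Rise in yellow fluorescence (Ex 488/Em 500-530, Acumen) marks blocked Vif-driven A3G degradation.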
# PI4K2A inh – inhibitors of human PI4K2A; Q9BTU6; purified PI4K2A, ADP-Glo luminescence, 1 h; stronger effect = lower value; activity change, negative = inhibition, % at 76.9 µM; 0.13% of 420,000 active; AID 1346378; in the data active means activity change below about -50%;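 further: -100% = wells without enzyme as full effect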
# Target sequence (Q9BTU6 whole entry, looked up): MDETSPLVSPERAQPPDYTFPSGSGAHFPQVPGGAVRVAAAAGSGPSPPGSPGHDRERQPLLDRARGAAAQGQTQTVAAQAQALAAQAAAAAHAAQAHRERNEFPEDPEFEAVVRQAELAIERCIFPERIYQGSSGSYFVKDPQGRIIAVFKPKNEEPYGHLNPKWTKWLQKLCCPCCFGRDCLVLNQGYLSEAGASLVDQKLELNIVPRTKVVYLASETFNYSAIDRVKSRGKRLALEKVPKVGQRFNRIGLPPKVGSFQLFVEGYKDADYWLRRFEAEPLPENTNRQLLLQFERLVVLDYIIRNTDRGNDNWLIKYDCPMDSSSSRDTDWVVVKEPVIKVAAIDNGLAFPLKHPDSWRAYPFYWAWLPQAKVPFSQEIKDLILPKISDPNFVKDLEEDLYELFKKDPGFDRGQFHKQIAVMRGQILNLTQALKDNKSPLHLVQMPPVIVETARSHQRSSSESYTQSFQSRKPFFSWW
#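 Compounds are screened against recombinant PI4K2A using PI as substrate and ATP, the latter dispensed at 300 microM. Reactions run one hour at ambient temperature before ADP-Glo detection; full inhibition defined by wells lacking enzyme.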
# Glioma ERSR ind – ER stress response induction in glioma | Potency, µM, without a hit: top-dose activation, actives largely listed as activators | AID 602332 | 0.02% of 420,000 active | U87-MG GRP78 promoter luciferase reporter, 16 h; further: potency means the concentration at half of the fitted maximal effect; series mostly up to about 76 µM; % of control where 0% means no effect; nearly all actives have a fitted effect of over 35% in size
#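 Stably transfected U87-MG glioma cells carrying a GRP78-based luciferase sensor; 16 h compound incubation. Luminescence end-point read 10 min after Bright-Glo addition at room temperature.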
# TrxR1 substrate – substrates of rat thioredoxin reductase 1 | Potency, µM (titrated, usually from 114 µM), for inactives: top-dose activity change, negative = substrate turnover | O89049 | 0.01% of 390,000 active | purified TrxR1 substrate turnover, NADPH consumption readout; further: potency means the concentration at half of the fitted maximal effect; on the % scale 0 is the no-effect control and ±100 the full control effect; nearly all actives have a fitted effect of over 50% in size
# Target sequence (O89049 whole entry, looked up): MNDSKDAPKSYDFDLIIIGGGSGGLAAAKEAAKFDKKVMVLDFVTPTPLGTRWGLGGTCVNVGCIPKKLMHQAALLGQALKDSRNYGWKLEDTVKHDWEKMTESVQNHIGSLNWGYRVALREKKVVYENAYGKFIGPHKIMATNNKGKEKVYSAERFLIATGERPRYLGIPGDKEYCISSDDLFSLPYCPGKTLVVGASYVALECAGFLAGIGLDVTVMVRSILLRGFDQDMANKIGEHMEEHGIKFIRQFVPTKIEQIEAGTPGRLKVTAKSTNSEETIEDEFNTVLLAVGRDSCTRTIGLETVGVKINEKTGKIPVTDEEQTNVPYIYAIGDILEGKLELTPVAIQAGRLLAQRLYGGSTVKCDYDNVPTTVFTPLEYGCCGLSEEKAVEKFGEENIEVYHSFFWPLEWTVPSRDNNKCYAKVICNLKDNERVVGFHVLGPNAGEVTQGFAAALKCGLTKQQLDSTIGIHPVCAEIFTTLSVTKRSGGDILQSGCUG
#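 Rat TrxR1, dispensed at 90 nM, was prereduced with 400 uM NADPH (final) for 5 min at ~22 deg C, then incubated with compound 15 min before 400 uM selenite. A first-read NADPH fluorescence drop versus no-compound background flagged substrates.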
# LDHA inh – inhibitors of human lactate dehydrogenase A | P00338 | purified LDHA, NADH/diaphorase-resazurin fluorescence; stronger effect = lower value | activity change, % (values are at about 110 or 230 µM) | 0.15% of 480,000 active | AID 1347041; in the data active means activity change below about -30%;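 further: plate controls were DMSO wells for no effect and wells without enzyme for full effect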
#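 Human LDH5 at 2 nM final in Tris HCl pH 7.4 with 0.06 mM NADH and 0.2 mM pyruvate, reacted 5 minutes at room temperature. Remaining NADH coupled via diaphorase/resazurin; resorufin fluorescence read at 0 and 20 minutes, normalized to enzyme-free and DMSO wells.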
# Active calls of the source: *; / = not tested or not shown; & = joins results of further samples; [ ] = dose if it differs, or a comment. Unless noted, the call rests on the fitted dose curve; in most records, active means well fitted curve in the direction sought with a large enough effect; inconclusive means small, poorly fitted or top-dose-only effect, or another doubt; inactive means no such curve, though single readings can be large; an effect the other way counts as inactive or inconclusive. An excerpt. The share of hits here may be higher or lower than overall.
# Short keys: A = Vif-APOBEC3G blk; B = PI4K2A inh; C = Glioma ERSR ind; D = TrxR1 substrate; E = LDHA inh
Compound: CC1(C)OC2CC(=O)OCC23C1CC(=O)C1(C)C3CC[C@@]2(C)[C@H](c3ccoc3)OC(=O)C3OC312 (stereo not given in full)
  A = /; B = /; C = -2.5%; D = /; E = /
Compound: CCCSS/C(CCO)=C(/C)N(C=O)Cc1cnc(C)nc1N
  A = /; B = /; C = -10.6%; D = /; E = /
Compound: CCCCCC(=O)O[C@@]1(C(C)=O)CCC2C3CCC4=CC(=O)CC[C@@]4(C)C3CC[C@]21C (stereo not given in full)
  A = /; B = /; C = 1.1%; D = /; E = /
Compound: O=P(O)(O)O
  A = /; B = /; C = -2.9%; D = /; E = /
Compound: CC(=O)N(C[C@@H](O)CO)c1c(I)c(C(=O)NC[C@@H](O)CO)c(I)c(C(=O)NC[C@@H](O)CO)c1I
  A = /; B = /; C = -2.9%; D = /; E = /
Compound: O=c1cc(-c2ccc(O)cc2)oc2cc(O)ccc12
  A = /; B = /; C = -2.1%; D = /; E = /
Compound: CC1CCC(C(C)C)C(OC(=O)c2ccccc2O)C1 (stereo not given)
  A = /; B = /; C = -3.7%; D = /; E = /
Compound: C=CCSCC=C
  A = /; B = /; C = -2.7%; D = /; E = /
Compound: O=C(O)CCC/C=C\C[C@H]1C(=O)C[C@@H](O)[C@@H]1/C=C/[C@@H](O)CCc1ccccc1
  A = /; B = /; C = -2.5%; D = /; E = /
Compound: CC(=O)[C@@H]1CC[C@@H]2[C@@H]3C[C@H](C)C4=CC(=O)CC[C@@]4(C)[C@H]3[C@H](O)C[C@]21C
  A = /; B = /; C = -1.8%; D = /; E = /
Compound: CCCC(=O)O
  A = /; B = /; C = -2.5%; D = /; E = /
Compound: c1cnc2cc3c(cc2n1)[C@@H]1CNC[C@@H]3C1
  A = /; B = /; C = -0.8%; D = /; E = /
Compound: CN(C)CCCSc1ccccc1NC(=O)/C=C\c1ccccc1
  A = /; B = /; C = -4.0%; D = /; E = /
Compound: CN(C)CC/C=C1\c2ccccc2COc2ccc(CC(=O)O)cc21
  A = /; B = /; C = -1.5%; D = /; E = /
Compound: CCCC(NC(C)C(=O)N1C(C(=O)O)CC2CCCCC21)C(=O)OCC (stereo not given)
  A = /; B = /; C = -6.5%; D = /; E = /
Compound: C[C@H]1[C@H](C)CC[C@]2(C(=O)O)CC[C@]3(C)C(=CCC4[C@@]5(C)C[C@@H](O)[C@H](O)[C@@](C)(CO)[C@@H]5CC[C@]43C)[C@H]12 (stereo not given in full)
  A = /; B = /; C = -4.1%; D = /; E = /
Compound: Cc1onc(-c2ccccc2Cl)c1C(=O)NC1C(=O)N2C1SC(C)(C)C2C(=O)O (stereo not given)
  A = /; B = /; C = -3.4%; D = /; E = /
Compound: COc1ccc(-c2cc(=O)c3c(O)cc(O[C@H]4OC(COC5OC(C)C(O)C(O)[C@H]5O)C(O)C(O)C4O)cc3o2)cc1O (stereo not given in full)
  A = /; B = /; C = -5.1%; D = /; E = /
Compound: NS(=O)(=O)c1cc2c(cc1C(F)(F)F)N[C@H](Cc1ccccc1)NS2(=O)=O
  A = /; B = /; C = -2.6%; D = /; E = /
Compound: CC(C)(C)NC[C@H](O)COc1cccc2c1C[C@@H](O)[C@@H](O)C2
  A = /; B = /; C = -3.9%; D = /; E = /
Compound: C=CC(C)(O)CC/C=C(\C)CCC=C(C)C (stereo not given)
  A = /; B = /; C = 7.9%; D = /; E = /
Compound: C=CCN1C(=O)C(CC(C)C)NC1=S (stereo not given)
  A = /; B = /; C = -2.1%&-2.9%; D = /; E = /
Compound: CCN(CC)C[C@@H]1CCCCN1CC(=O)N1c2ccccc2C(=O)Nc2cccnc21
  A = /; B = /; C = -2.5%; D = /; E = /
Compound: CCC(C)C(N)C(=O)O (stereo not given)
  A = /; B = /; C = -2.2%; D = /; E = /
Compound: CC[C@@H](C)C(N)C(=O)O (stereo not given in full)
  A = /; B = /; C = -2.0%; D = /; E = /
Compound: CC1=C(c2ccc(NN=C(C#N)C#N)cc2)NNC(=O)C1
  A = /; B = /; C = -1.3%; D = /; E = /
Compound: C/C(O)=C1\C(=O)[C@@H]2[C@H]3c4c[nH]c5cccc(c45)C[C@H]3C(C)(C)N2C1=O
  A = /; B = /; C = -3.5%&-3.7%; D = /; E = /
Compound: COc1cc(N)c(Cl)cc1C(=O)NC1CCN(CCCOc2ccc(F)cc2)CC1OC (stereo not given)
  A = /; B = 3.5&-1.6; C = /; D = /; E = /
Compound: CC1c2ccccc2CN1NC(=O)c1ccc(Cl)c(S(N)(=O)=O)c1 (stereo not given)
  A = /; B = 0.7; C = /; D = /; E = /
Compound: C/C(=N\O)[C@@H](C)NCC(C)(C)CN[C@H](C)/C(C)=N/O
  A = /; B = -0.7; C = /; D = /; E = /
Compound: CCCSS/C(CCO)=C(\C)N(C=O)Cc1cnc(C)nc1N
  A = /; B = 0.1; C = /; D = /; E = /
Compound: O=C(CCCl)NCCc1ccccc1
  A = /; B = 3.6; C = /; D = /; E = /
Compound: COC(=O)c1cc(Cl)c(NC(C)=O)cc1OC
  A = /; B = -2.2; C = /; D = /; E = /
Compound: CC(NC(CCc1ccccc1)C(=O)O)C(=O)N1C(=O)N(C)CC1C(=O)O (stereo not given)
  A = /; B = -7.7; C = /; D = /; E = /
Compound: CC(C)(C)NCC(O)COc1ccccc1OCC1CCCO1 (stereo not given)
  A = /; B = -0.1; C = /; D = /; E = /
Compound: NS(=O)(=O)c1cc(C(=O)NN2C[C@H]3[C@H]4CCC(C4)[C@H]3C2)ccc1Cl
  A = /; B = 1.1; C = /; D = /; E = /
Compound: CC(Oc1c(Cl)cccc1Cl)C1=NCCN1 (stereo not given)
  A = /; B = 0.9; C = /; D = /; E = /
Compound: O=C(O)c1cn(C2CC2)c2cc(Cl)c(F)cc2c1=O
  A = /; B = -2.1; C = /; D = /; E = /
Compound: CCCc1ccc(OCC(=O)N2CCN(C(=O)COc3ccc(CCC)cc3OC)CC2)c(OC)c1
  A = /; B = -2.0; C = /; D = /; E = /
Compound: CCN(CC)C(=O)Nc1ccc(OCC(O)CNC(C)(C)C)c(C(C)=O)c1 (stereo not given)
  A = /; B = 3.8; C = /; D = /; E = /
Compound: CN(C)CCN(Cc1ccsc1)c1ccccn1
  A = /; B = -0.2; C = /; D = /; E = /
Compound: Fc1ccc(C(c2ccc(F)cc2)N2CCNCC2)cc1
  A = /; B = 2.3; C = /; D = /; E = /
Compound: CCN1CCC(N(Cc2ccc3c(c2)OCO3)C(=O)Nc2ccc(OC)c(OC)c2)CC1
  A = /; B = /; C = /; D = /; E = -3.0
Compound: O=[N+]([O-])c1cccc(/C=N/Nc2nnc(Cl)c3ccccc23)c1
  A = /; B = /; C = /; D = /; E = -11.2
Compound: O=C(Nc1ccc(F)cc1)c1cn(-c2ccccc2)nn1
  A = /; B = /; C = /; D = /; E = -8.2
Compound: O=c1cc(-c2ccc(O)cc2)oc2cc(O[C@@H]3O[C@H](CO)[C@H](O)[C@H](O)[C@H]3O)cc(O)c12
  A = 1.3%; B = /; C = -1.2%; D = -1.6%; E = /
Compound: COC(=O)c1cccnc1
  A = /; B = -0.3; C = -5.5%&-5.1%; D = /; E = /
Compound: NC(=O)n1c(O)c(C(=O)c2cccs2)c2cc(Cl)ccc21
  A = /; B = -6.4; C = -10.0%&-6.2%; D = /; E = /
Compound: N/C(=N\N=C\c1ccc(Cl)cc1)N/N=C/c1ccc(Cl)cc1
  A = /; B = -7.2; C = -5.2%; D = /; E = /
Compound: OC1(c2ccc(Cl)c(C(F)(F)F)c2)CCN(CCCC(c2ccc(F)cc2)c2ccc(F)cc2)CC1
  A = /; B = -3.1; C = -12.2%; D = /; E = /

# Quoted at random: 2 records from the list
# Short keys: A = Vif-APOBEC3G blk; B = PI4K2A inh; C = Glioma ERSR ind; D = TrxR1 substrate; E = LDHA inh
Compound: CCC(C)C(N)C(=O)O (stereo not given)
  A = /; B = /; C = -2.2%; D = /; E = /
Compound: C=CCSCC=C
  A = /; B = /; C = -2.7%; D = /; E = /

# Next part
# Short keys: A = Vif-APOBEC3G blk; B = PI4K2A inh; C = Glioma ERSR ind; D = TrxR1 substrate; E = LDHA inh
Compound: O=C(Nc1ccc(Cl)cc1)Nc1ccc(Cl)c(C(F)(F)F)c1
  A = /; B = 2.0; C = -3.3%; D = /; E = /
Compound: O=S(=O)(O)c1ccc2nc(-c3ccccc3)[nH]c2c1
  A = /; B = -15.7; C = -3.3%; D = /; E = /
Compound: CCN(CC)CCOc1ccccc1C(=O)CCc1ccccc1
  A = /; B = -1.4; C = -0.1%; D = /; E = /
Compound: C#C[C@]1(OC(C)=O)CC[C@H]2[C@@H]3CCC4=C/C(=N/O)CC[C@@H]4[C@H]3CC[C@@]21CC
  A = /; B = -3.3; C = 3.7%; D = /; E = /
Compound: O=C(O)CN1C(=O)c2cccc3cccc(c23)C1=O
  A = /; B = 0.5; C = -3.9%&-2.6%; D = /; E = /
Compound: CC(=O)NCCCCCC(=O)O
  A = /; B = -1.1; C = -2.0%; D = /; E = /
Compound: CCOC(=O)[C@H](CCc1ccccc1)N[C@@H](C)C(=O)N(CC(=O)O)C1Cc2ccccc2C1
  A = /; B = -6.5; C = -0.5%; D = /; E = /
Compound: CCNC(=O)/C=C/c1cccc(Br)c1
  A = /; B = -0.4; C = -1.7%; D = /; E = /
Compound: CCCOC(=O)c1ccccc1
  A = /; B = 2.9; C = -2.8%&-5.4%; D = /; E = /
Compound: CC(=O)c1ccc(OCC(=O)N2CCCCC2)cc1
  A = /; B = -3.6; C = -0.8%; D = /; E = /

# Arranged by number of heavy atoms (ascending): part of the list above
# Short keys: A = Vif-APOBEC3G blk; B = PI4K2A inh; C = Glioma ERSR ind; D = TrxR1 substrate; E = LDHA inh
Compound: CC[C@@H](C)C(N)C(=O)O (stereo not given in full)
  A = /; B = /; C = -2.0%; D = /; E = /
Compound: CN(C)CCN(Cc1ccsc1)c1ccccn1
  A = /; B = -0.2; C = /; D = /; E = /
Compound: O=C(Nc1ccc(F)cc1)c1cn(-c2ccccc2)nn1
  A = /; B = /; C = /; D = /; E = -8.2
Compound: CCN(CC)CCOc1ccccc1C(=O)CCc1ccccc1
  A = /; B = -1.4; C = -0.1%; D = /; E = /
Compound: C#C[C@]1(OC(C)=O)CC[C@H]2[C@@H]3CCC4=C/C(=N/O)CC[C@@H]4[C@H]3CC[C@@]21CC
  A = /; B = -3.3; C = 3.7%; D = /; E = /
Compound: CCCc1ccc(OCC(=O)N2CCN(C(=O)COc3ccc(CCC)cc3OC)CC2)c(OC)c1
  A = /; B = -2.0; C = /; D = /; E = /

# Next part:
# Short keys: A = Vif-APOBEC3G blk; B = PI4K2A inh; C = Glioma ERSR ind; D = TrxR1 substrate; E = LDHA inh
Compound: COc1cc(Nc2c(C#N)cnc3cc(OCCCN4CCN(C)CC4)c(OC)cc23)c(Cl)cc1Cl
  A = /; B = 1.9; C = -6.5%; D = /; E = /
Compound: O=C(Cn1ccnc1[N+](=O)[O-])NCCO
  A = /; B = 1.8; C = -1.9%&-1.6%; D = /; E = /
Compound: O=C1NC(=O)[C@@]2(CCOc3ccc(F)cc32)N1
  A = /; B = 0.3; C = -2.1%; D = /; E = /
Compound: Cc1ccccc1N=Nc1ccc(N=Nc2c(O)ccc3ccccc23)c(C)c1
  A = /; B = 1.3; C = -1.4%; D = /; E = /
Compound: CCOC(=O)c1cccc(N)c1
  A = /; B = 4.1; C = -2.1%; D = /; E = /
Compound: CCCCCCCC/C=C\CCCCCCCCN
  A = /; B = -3.4; C = -5.0%; D = /; E = /
Compound: Nc1nccs1
  A = /; B = /; C = -4.7%; D = 0.0%[229 µM]; E = -7.1
Compound: COc1cncc(C#Cc2ccccn2)c1
  A = /; B = -3.9; C = /; D = /; E = 2.3

# Screening data as filed in PubChem.
